High-throughput results: PubChem, several laboratories
PPARg SRC3 recr: PPARgamma agonists recruiting SRC-3 coactivator, primary screen, biochemical; activation, % at 8 µM; biochemical PPARgamma/SRC-3 coactivator recruitment assay; Peroxisome proliferator-activated receptor gamma (Homo sapiens), P37231; 0.26% of 200,000 active; in the data active = activation above about 23%;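 note: 0% = DMSO and 100% = reference agonist; some compounds past the cut are filed as inactive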
Target sequence (P37231 whole entry, looked up): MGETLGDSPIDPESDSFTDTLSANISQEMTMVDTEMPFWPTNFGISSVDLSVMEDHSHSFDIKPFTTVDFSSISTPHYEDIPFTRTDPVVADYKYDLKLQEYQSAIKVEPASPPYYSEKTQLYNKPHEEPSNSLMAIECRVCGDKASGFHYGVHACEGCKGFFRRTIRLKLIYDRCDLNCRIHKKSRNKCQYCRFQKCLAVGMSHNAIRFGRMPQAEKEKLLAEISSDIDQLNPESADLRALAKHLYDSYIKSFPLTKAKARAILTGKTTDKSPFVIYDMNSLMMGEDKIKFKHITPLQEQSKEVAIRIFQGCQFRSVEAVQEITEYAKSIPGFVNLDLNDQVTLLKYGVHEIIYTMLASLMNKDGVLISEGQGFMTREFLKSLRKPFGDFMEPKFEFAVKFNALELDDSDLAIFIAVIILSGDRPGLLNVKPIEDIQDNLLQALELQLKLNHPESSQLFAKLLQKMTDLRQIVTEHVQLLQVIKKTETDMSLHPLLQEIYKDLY
STAT1 blocker: STAT1 signaling inhibitors, primary screen, cell-based, HTS, luciferase reporter | NIH 3T3 STAT1-luciferase reporter, IFN-gamma, luminescence | inhibition, % at 5.5 µM | 0.35% of 200,000 active | AID 920, 2007;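 active = inhibition above a set limit, the mean inhibition across all tested compounds plus 3 SD, cut at about 34% in these data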;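 note: 0% = IFN-gamma with DMSO and 100% = IFN-gamma with 300 µM nifuroxazide; values of inactives mirror those of a sister screen read the other way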
ROMK primary: ROMK potassium channel modulators, primary screen, cell-based, thallium flux, MLSMR library; Tet-inducible ROMK, thallium flux fluorescence; actives lie on both sides; B-score at 10 µM; 2% of 130,000 active;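 active = signal ratio slope over the read window, or its plate-corrected B-score, at least 3 SD from the plate mean, either direction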;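 note: B-score of the F/F0 ratio slope over 7 to 12 s after thallium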
Target sequence (P48048 whole entry, looked up): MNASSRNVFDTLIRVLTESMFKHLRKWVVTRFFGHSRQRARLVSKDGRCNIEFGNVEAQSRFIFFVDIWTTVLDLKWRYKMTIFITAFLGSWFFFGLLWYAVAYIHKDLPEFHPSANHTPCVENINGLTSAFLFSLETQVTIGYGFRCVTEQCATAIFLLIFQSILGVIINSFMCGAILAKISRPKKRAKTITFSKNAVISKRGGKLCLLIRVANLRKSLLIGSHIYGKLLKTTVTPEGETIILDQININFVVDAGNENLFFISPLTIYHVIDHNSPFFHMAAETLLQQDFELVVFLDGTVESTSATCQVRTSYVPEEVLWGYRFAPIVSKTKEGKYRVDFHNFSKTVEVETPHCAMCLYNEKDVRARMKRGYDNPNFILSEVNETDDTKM
PPARg SRC1 recr: PPARgamma agonists recruiting SRC-1 coactivator, primary screen, biochemical | Peroxisome proliferator-activated receptor gamma (Homo sapiens), P37231 | PPARgamma-SRC-1 coactivator recruitment biochemical assay | AID 631, 2007 | 0.41% of 200,000 active | activation, % at 8 µM; in the data active = activation above about 19%;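 note: 0% = DMSO and 100% = reference agonist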
RAM network inh: inhibitors of the yeast RAM network, primary screen, dse1pr::URA3 reporter, 5-FOA selection; S. cerevisiae dse1pr::URA3 reporter, 5-FOA growth OD615, 2 d; analog-sensitive cbk1-as2 kinase mutant strain; 1.8% of 190,000 active; inhibition, % at 50 µM;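 active = inhibition above a set limit, 3 SD over mean compound inhibition, cut at about 8.4% in these data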;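 note: 0% = DMSO-only wells with no growth and 100% = 10 µM 1-NA-PP1 full growth; inhibition rescues growth on 5-FOA so higher OD means more RAM inhibition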
SRC2 TRFRET art: TR-FRET signal artefacts, primary screen, artefact control for PPARgamma SRC-2 agonist project, biochemical; TR-FRET artefact counter-screen; active compounds read high; TR-FRET ratio at 8 µM; 0.4% of 200,000 active; in the data active = TR-FRET ratio above about 2000; note: inactives centre near 1500
PPARg SRC-2 ag: agonists of PPARg-SRC-2 recruitment, primary screen, biochemical, HTS; PPARgamma LBD-SRC-2 recruitment; Peroxisome proliferator-activated receptor gamma (Homo sapiens), P37231; AID 1032, 2008; activation, % at 8 µM; 0.34% of 200,000 active; in the data active = activation above about 22%;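 note: 0% = vehicle and 100% = reference agonist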
STAT3 blocker: IL-6 driven STAT3 reporter inhibitors, primary screen, U3A cells, luciferase, luminescence, MLSCN library | IL-6 STAT3-luciferase reporter; host cell line lacks STAT1 | inhibition, % at 5.5 µM | 0.89% of 190,000 active | AID 862, 2007;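 active = inhibition above the mean inhibition across all screened compounds plus 3 SD, cut at about 44% in these data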;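 note: 0% = DMSO only wells and 100% = 100 µM nifuroxazide control wells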
S1P3 antag: S1P3 receptor antagonists, primary screen, cell-based; CHO S1P3 NFAT-BLA reporter, FRET fluorescence, antagonist mode; inhibition, % at 4.98 µM; 0.27% of 170,000 active;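 active = inhibition above the plate cutoff, the mean inhibition of test wells on that plate plus 3 SD, cut at about 28% in these data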;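 note: cells challenged with S1P at its EC80 of 0.8 µM; blue over green emission ratio from cleaved BLA substrate after 4 h stimulation; 0% = S1P-stimulated wells and 100% = unstimulated DMSO-only wells; some compounds past the cut are filed as inactive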
TLR4-MyD88 BLA: inhibitors of TLR4-MyD88 association in cells, primary screen, cell-based, HeLa CL3-4, BLA complementation, FRET ratio; Toll-like receptor 4 (Homo sapiens) + Myeloid differentiation primary response protein …; HeLa CL3-4 TLR4/MyD88 BLA complementation; inhibition, % at 8.4 µM; 0.18% of 200,000 active; in the data active = inhibition above about 25%;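 note: 0% = vehicle and 100% = reference inhibitor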
STAT3 activator: IL-6 driven STAT3 reporter potentiators, primary screen, U3A cells, luciferase, luminescence, MLSCN library | AID 871, 2007 | 0.91% of 190,000 active | IL-6 STAT3-luciferase reporter; 100% = signal with IL-6 EC80 alone | activation (% of control), % at 5.6 µM;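 active = activation above the screen-wide mean of compound activation plus 3 SD, cut at about 130% in these data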;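 note: 0% = background luminescence of wells with medium and substrate only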
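Material: STAT1-lacking human U3A cells, STAT3 luciferase reporter | Benchmarks: IL-6-only wells as 100% reference | Probe or stimulus: IL-6 (33 ng/mL) | Timing: Compound 1 h, then IL-6 6 h at 37 °C | Detection: Luminescence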
An asterisk follows results filed as active; · = not tested or not shown.

Values run as follows: PPARg SRC1 recr	TLR4-MyD88 BLA	RAM network inh	PPARg SRC-2 ag	ROMK primary	STAT1 blocker	S1P3 antag	STAT3 blocker	STAT3 activator	SRC2 TRFRET art	PPARg SRC3 recr
- Cc1cc(OCCNCCO)cc(C)c1Cl
    9	11	0.9	0	·	7	27	13	97	1485	-5
- Cn1c(Cn2nnc3ccccc32)nnc1SCC(=O)Nc1nccs1
    5	-7	3.0	5	·	-2	-6	-3	99	1532	2
- CCC(C)c1c(O)nc(SCc2ccccc2)[nH]c1=O (stereo not drawn)
    5	-3	4.6	17	0.33	-4	6	5	97	1714	5
- COc1cc(S(=O)(=O)N2CCCCC2)ccc1NC(=O)Cc1ccccc1
    3	0	2.6	-3	·	0	·	12	91	1431	-3
- O=C(Nc1nnc(CC2=CCCCC2)s1)c1cccs1
    -1	-7	3.8	5	-0.31	-24	-6	-5	106	1533	-13
- NC(=O)CCNC(=O)c1ccc(Cl)cc1
    -8	1	0.1	-4	-1.1	0	·	-7	111	1463	-13
- O=C(Nc1cnn(Cc2ccc(F)cc2)c1)c1cnccn1
    6	10	1.3	9	0.046	3	-3	10	95	1510	-9
- C=C(CCC(=O)c1ccccc1)C(=O)c1ccccc1
    7	17	-1.9	7	·	10	-8	5	95	1762	5
- COc1ccc(NC(=O)N(C2CCCCC2)C(C)c2cccnc2)c(OC)c1 (stereo not drawn)
    -5	-5	0.7	3	·	1	-43	5	101	1477	3
- Cc1ccc(S(=O)(=O)N2CCN(S(=O)(=O)c3ccc4c(c3)OCCO4)CC2)cc1
    0	-9	2.1	2	0.78	12	-4	6	98	1447	-3
- O=C(COC(=O)c1cccs1)NCC1CCCCC1
    2	-7	0.8	-4	0.64	-6	-13	-1	107	1688	3
- COCCN(C(=S)Nc1c(C)cc(C)cc1C)C(C)c1cccnc1 (stereo not drawn)
    -3	-6	2.7	2	0.7	8	-8	1	97	1794	1
- Cc1ccc2nc(NC(=O)C3CCCN3C(=O)OC(C)(C)C)sc2c1 (stereo not drawn)
    9	8	0.7	-6	0.3	-10	-12	15	92	1474	8
- Cc1ccc(Oc2nc(CN3CCOCC3)nc3sc4c(c23)CCC(C)C4)cc1C (stereo not drawn)
    -1	-13	0.8	-2	-0.002	11	-22	-4	101	1477	-4
- COc1ccc(C2=NN(C(=O)CCC(=O)O)C(c3cccs3)C2)cc1OC (stereo not drawn)
    10	-1	1.0	8	1	4	-4	1	106	1652	1
- O=C(C1CCCCC1)N1CCCc2ccccc21
    5	1	0.7	0	0.45	-1	·	-20	118	1505	2
- O=C(COc1ccccc1-c1ccccc1)N/N=C/c1cccnc1
    2	-6	0.2	5	0.096	10	11	12	99	1392	-3
- COc1cccc(N2C(=O)N(c3ccccc3Cl)C3CS(=O)(=O)CC32)c1 (stereo not drawn)
    6	12	1.9	3	·	-2	-43	3	101	1500	8
- Cc1ccc(S(=O)(=O)Nc2ccccc2C=Nc2cccc(C)c2C)cc1
    7	7	1.1	9	·	-2	-9	4	99	1827	1
- CS(=O)(=O)N(CC(=O)N1CCN(Cc2ccccc2)CC1)c1ccc2c(c1)OCCO2
    0	2	3.3	1	-0.1	-5	·	2	99	1400	3
- COc1ccc(NC(=O)Cc2c[nH]c3ccccc23)cc1S(=O)(=O)N1CCOCC1
    13	1	0.5	3	-0.16	-2	-8	1	106	1486	5
- CCCc1nc(NCC2CCCO2)c2nnn(Cc3ccccc3)c2n1 (stereo not drawn)
    9	-2	0.4	9	·	9	·	-8	109	1545	14
- Cc1cccc(NC(=S)NC(C)C(c2ccccc2)N2CCN(C)CC2)c1C (stereo not drawn)
    11	-16	-0.7	1	·	1	-19	4	101	1540	2
- O=C1C2CCCN2C(c2ccccc2)N1c1ccc(F)cc1 (stereo not drawn)
    -8	11	1.4	-7	·	-16	-10	0	104	1546	1
- Cc1[nH]c2ccccc2c(=O)c1CN1CCCCC1
    -6	18	0.9	-3	·	0	6	12	93	1505	-4
- c1ccc2[nH]c(SCc3cn4ccccc4n3)nc2c1
    -5	-14	2.8	3	0.87	-16	1	14	95	1642	-2
- O=C(c1ccc(Cn2c(=O)[nH]c3ccccc3c2=O)cc1)N1CCN(c2ccccn2)CC1
    4	0	-0.9	5	·	5	-4	20	84	1620	5
- NC(=O)NCCC1=CCCCC1
    -2	-13	0.5	7	0.27	2	·	3	98	1526	11
- COc1cc(C(=O)NC(CCSC)C(=O)OCC(=O)NC(=O)C2CCCCC2)cc(OC)c1OC (stereo not drawn)
    0	1	2.0	4	·	-8	14	-5	106	1667	4
- O=C(Cc1ccc(F)cc1)N/N=C/c1ccc(-c2ccc(Cl)c(C(=O)O)c2)o1
    3	0	3.3	0	1.3	1	2	-3	103	1586	3
- O=C(C1=C[C@@H](c2ccc(Br)cc2)C[C@@H](OCCCCO)O1)N1CCN(Cc2ccc3c(c2)OCO3)CC1
    1	-8	2.7	6	·	7	-15	·	·	1592	31*
- CCn1nccc1C(=O)Nc1ccc(S(=O)(=O)NC23CC4CC(CC(C4)C2)C3)cc1
    0	-4	3.6	-1	-1.4	9	·	13	91	1454	2
- CCCO/N=C1/C(=O)N(c2ccccc2)c2ccccc21
    8	16	-0.1	2	-0.57	-2	-7	2	100	1639	5
- CCOC(=O)C1[C@H]2C(=O)N(C(C)c3ccc(OC)cc3)C[C@]23C=C[C@H]1O3 (stereo partly drawn)
    -1	0	0.8	-5	0.034	8	-40	14	91	1366	-10
- COC(=O)c1cccc(Oc2nc3c(c(=O)n(C)c(=O)n3C)n2C(C)C)c1
    0	0	4.3	-15	·	-1	·	-6	113	1409	-2
- O=C1CN(CC(=O)Nc2ccc(SC(F)F)cc2)CCN1
    8	-3	1.1	1	1.7	-9	-10	-6	109	1621	-1
- Cc1cccc(OCC(=O)N/N=C/CC(C)c2ccccc2)c1C (stereo not drawn)
    -2	7	1.5	-2	-0.93	-3	-6	2	102	1654	1
- CC(C)CCNC(=O)c1ccc2c(c1)ncn2C1CCCC1
    6	4	0.8	3	0.75	-24	14	5	101	1709	1
- Cc1cccc(OCCn2c(=S)[nH]c3ccccc32)c1
    3	-2	1.3	0	-0.036	-11	·	22	82	1508	2
- COC(=O)c1ccc(NC2=CC(=O)CC(C)(C)C2)cc1
    -3	-2	2.4	-1	·	0	1	5	99	1410	-6
- C=C(C)COc1ccc2c(CC)cc(=O)oc2c1
    -7	-4	-2.1	0	2.1	-17	7	20	90	1552	4
- CCOP(=O)(OCC)C(NC(=O)Nc1cccc(Cl)c1)C(N)=O (stereo not drawn)
    -2	3	0.6	-1	0.86	12	-20	6	98	1613	1
- O=C1CSC2(CCCCC2)N1CCO
    1	4	0.8	1	·	-4	-39	6	100	1452	2
- COc1cccc(NC(=O)CSc2nnc(-c3ccoc3C)n2-c2ccccc2)c1
    -3	2	4.7	2	-1.2	2	·	9	97	1405	-2
- COC(=O)CN(c1ccc(OC)cc1)S(=O)(=O)c1c(C)noc1C
    1	-16	1.2	9	·	0	-13	13	94	1520	5
- Cc1ccc(NC(=O)c2cccc(N3C(=O)CCC3=O)c2)nc1
    -3	13	0.5	5	-0.66	-12	-15	5	98	1472	17
- CCn1c(COc2cccc3cccnc23)nnc1SCC(=O)O
    5	-1	3.3	2	·	0	0	4	101	1442	8
- CC1CCN(c2ccccc2NC(=S)NC(=O)c2ccc(-c3cccc([N+](=O)[O-])c3)o2)CC1
    -3	7	2.4	1	·	-4	·	3	101	1547	-7
- COc1cc(/C=C(\C#N)c2nc(-c3cc4ccccc4oc3=O)cs2)ccc1O
    0	-2	5.7	8	-0.49	-5	-5	-2	101	1538	-3
- CCC(C)(C)C(=O)Nc1ccc(OC)cc1[N+](=O)[O-]
    -3	7	0.3	-3	·	5	·	9	102	1373	-9
- Nc1nc(CSC(=S)N2CCN(c3ccccc3)CC2)nc(Nc2ccccc2)n1
    4	-9	5.8	10	·	-3	-1	2	97	1710	7
- COc1ccc(-c2cc(C(=O)N3CCOCC3)no2)cc1OC
    0	20	1.2	10	0.38	2	-34	2	103	1471	8
- Cc1cccc(NC(=S)N2CCC(c3nc4ccccc4o3)CC2)c1
    5	4	-0.1	5	-2.3	2	0	20	89	1488	-1
- CCOC(=O)NC(=O)CSc1nnnn1-c1ccc(C)cc1
    1	-5	1.9	4	·	2	16	0	103	1368	7
- CCC(=O)c1ccccc1OCCN1CCN(Cc2ccccc2)CC1
    -5	-12	-1.3	-11	-0.53	-4	-17	9	96	1690	3
- CC(=O)N1[C@H](C)C=C[C@]1(Cc1ccccc1)C(=O)NCc1cc(F)cc(C(F)(F)F)c1
    -1	10	0.5	15	-1.9	-15	6	-13	108	1577	-1
- CSc1ccccc1C(=O)Nc1ccc2c(c1)OCO2
    11	2	-0.9	0	-0.85	-14	3	24	86	1341	1
- COc1ccccc1NS(=O)(=O)c1ccc(O)c(C(=O)OCC(=O)N2c3ccccc3CC2C)c1 (stereo not drawn)
    4	0	5.0	9	-0.91	-6	6	6	101	1927	0
- O=C(COC(=O)c1n[nH]c2ccccc12)NC(=O)NC1CCCC1
    0	12	1.6	9	0.49	-1	·	4	100	1462	3
- CN1CCN(S(=O)(=O)c2ccc(NC(=O)Cc3cccs3)cc2)CC1
    1	2	0.1	3	·	-1	-4	-5	108	1605	-2

New compounds follow
Values run as follows: PPARg SRC1 recr	TLR4-MyD88 BLA	RAM network inh	PPARg SRC-2 ag	ROMK primary	STAT1 blocker	S1P3 antag	STAT3 blocker	STAT3 activator	SRC2 TRFRET art	PPARg SRC3 recr
- CC(C)OCCCNC(=O)c1cc2c(=O)n(C)c3ccccc3c2n1C
    -5	-2	-0.3	-1	·	9	-42	22	88	1465	-1
- CCOc1ncccc1C(=O)OCC(=O)c1ccc(F)cc1
    4	-6	-0.5	-3	0.84	-2	-4	10	92	1589	-1
- CCC(c1nnc(SCC(=O)Nc2ccc(C(=O)Nc3ccccc3OC)cc2)o1)N(C)C (stereo not drawn)
    1	6	2.0	-6	0.24	4	-8	6	98	1502	1
- O=C(NC1CCCCC1)c1cccc(COCC(F)(F)F)c1
    -1	-11	2.3	12	·	1	·	14	91	1615	6
